aGlu spleen mod: inhibits or activates alpha-glucosidase in human spleen homogenate. human spleen homogenate, 4-MU-alpha-glucoside fluorescence. P10253. Potency, µM (series often up to 79.9 µM), without a hit: at the top dose activity change, negative = inhibition, hits mostly inhibitors. AID 2112. 0.006% of 240,000 active;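 further: 0% = enzyme with vehicle and -100% = no enzyme basal signal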
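AC50 values come from Hill-equation fits of concentration-response data, normalized to no-enzyme and full-activity controls. Enzyme source: 1 ug human spleen homogenate; 1 mM fluorogenic 4-MU glucoside, pH 5.0 citrate buffer, 37 C, 40 min.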
Tau fluor counter: counter-screen for tau fibril formation inhibitors; tau K18 P301L Alexa594 fluorescence, heparin fibrillization; Potency, µM (doses to about 57.7 µM), for inactives: at the top dose activity change, negative = decrease; 0.93% of 280,000 active; AID 1463; further: on the % scale 0 is the no-effect control and ±100 the full control effect; nearly all actives have a fitted effect of over 55% in size
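Human tau K18 P301L (15 uM unlabeled, 0.24 uM Alexa 594-labeled) in 100 mM sodium acetate pH 7 with 20 uM heparin, 6 hr at 37 C. ThT 30 uM added, 1 hr ambient; Alexa 594 FP and total fluorescence read at 555/632 nm.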
GAA inhib: alpha-glucosidase (human) inhibition | P10253 | purified human GAA, 4-MU-alpha-glucoside fluorescence | Potency, µM (doses to about 76.9 µM), without a hit: at the highest dose activity change, negative = inhibition, usual class: inhibitors | 0.005% of 200,000 active;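 further: plate controls were uninhibited enzyme wells for no effect and no-enzyme background for full effect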
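AC50 values come from Hill fits of compound titrations (up to 77 uM) against 4 nM human enzyme. Substrate 4-methylumbelliferyl-alpha-D-pyranoside at 400 uM, pH 5.0 citrate buffer, 20 min room temperature; fluorescence Ex 365/Em 440 after alkaline stop.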
aGal spleen mod: inhibits or activates alpha-galactosidase in human spleen homogenate; human spleen homogenate, 4MU-alpha-Gal fluorescence, 40 min; Potency, µM (titrated, usually from 80 µM), without a hit: at the top dose activity change, negative = inhibition, actives largely listed as inhibitors; P06280; 0.008% of 240,000 active;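 further: 0% = enzyme with vehicle and -100% = no enzyme basal signal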
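Fluorogenic readout (Ex 365/Em 440 nm) of 4-methylumbelliferone released from 1 mM 4-MU-alpha-galactoside by spleen homogenate, 40 min at 37C, pH 5.0. Data normalized to no-enzyme and enzyme controls; Hill-equation AC50 from compound titrations.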
NPSR antag: blocks cAMP signaling of the human neuropeptide S receptor; CHO-NPSR cells, cAMP TR-FRET, antagonist mode; AID 1461; 1% of 220,000 active; Q6W5P4; Potency, µM (series often up to 38.3 µM), for the others: top-dose activity change, negative = inhibition, usual class: inhibitors; further: on the % scale 0 is the no-effect control and ±100 the full control effect; nearly all actives have a fitted effect of over 50% in size; many of its hits are not listed in these tables
Target sequence (Q6W5P4 whole entry, looked up): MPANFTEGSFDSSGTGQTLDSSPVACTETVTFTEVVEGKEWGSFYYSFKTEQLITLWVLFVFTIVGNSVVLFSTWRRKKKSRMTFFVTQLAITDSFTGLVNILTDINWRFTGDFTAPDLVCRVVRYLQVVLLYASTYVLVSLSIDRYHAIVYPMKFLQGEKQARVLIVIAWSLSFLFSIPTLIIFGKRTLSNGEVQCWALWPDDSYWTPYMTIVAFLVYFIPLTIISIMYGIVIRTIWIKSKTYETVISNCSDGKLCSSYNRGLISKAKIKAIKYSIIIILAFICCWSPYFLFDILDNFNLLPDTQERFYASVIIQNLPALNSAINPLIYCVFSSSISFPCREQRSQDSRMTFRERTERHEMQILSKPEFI
GAA glycogen: inhibitors or activators of human alpha-glucosidase glycogen cleavage; P10253; recombinant GAA, glycogen substrate, Amplex Red glucose oxidase fluorescence; Potency, µM (series often up to 76.4 µM), inactives show at the highest dose activity change, negative = inhibition, actives largely listed as inhibitors; 0.38% of 300,000 active; AID 2100;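 further: 0% = full enzyme reaction and -100% = no-enzyme basal signal; the screen sought inhibitors and activators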
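Recombinant human alpha-glucosidase (4 nM final) hydrolysed bovine liver glycogen (30 ug) for 40 min at 37 C in pH 5.0 citrate/phosphate with 0.01% Tween-20. Released glucose detected by glucose oxidase/Amplex Red, Ex 573/Em 610 nm. Compounds up to 77 uM; AC50 from Hill fits.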
Epigenetic derep: derepresses silenced GFP reporter in murine cells; murine LDR cells, GFP reporter derepression, 30 h; Potency, µM (series often up to 53.9 µM), for the others: at the top dose GFP activation, hits mostly activators; 0.2% of 280,000 active; further: % of control where 0% means no effect; nearly all actives have a fitted effect of over 60% in size
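Reporter derepression read as number of fluorescent GFP-positive objects, 20-120 um in size, counted by laser-scanning cytometer. Mouse LDR line with an epigenetically silenced CMV-GFP locus; compound incubation 30 h, 37 C.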
ALDH1A1 inh: ALDH1A1 (human) enzyme inhibition; P00352; Potency, µM (titrated, usually from 75.3 µM), without a hit: at the top dose activity, negative = inhibition, actives largely listed as inhibitors; Purified ALDH1A1, NADH fluorescence, propionaldehyde substrate; 7.3% of 220,000 active; active means well fitted inhibition curve with a large enough effect, not every such curve was filed as active; inconclusive means small, poorly fitted or top-dose-only effect, or another doubt; inactive means no such curve, though single readings can be large or run the other way;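 further: plate controls were no enzyme wells and a reference inhibitor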
Target sequence (P00352 whole entry, looked up): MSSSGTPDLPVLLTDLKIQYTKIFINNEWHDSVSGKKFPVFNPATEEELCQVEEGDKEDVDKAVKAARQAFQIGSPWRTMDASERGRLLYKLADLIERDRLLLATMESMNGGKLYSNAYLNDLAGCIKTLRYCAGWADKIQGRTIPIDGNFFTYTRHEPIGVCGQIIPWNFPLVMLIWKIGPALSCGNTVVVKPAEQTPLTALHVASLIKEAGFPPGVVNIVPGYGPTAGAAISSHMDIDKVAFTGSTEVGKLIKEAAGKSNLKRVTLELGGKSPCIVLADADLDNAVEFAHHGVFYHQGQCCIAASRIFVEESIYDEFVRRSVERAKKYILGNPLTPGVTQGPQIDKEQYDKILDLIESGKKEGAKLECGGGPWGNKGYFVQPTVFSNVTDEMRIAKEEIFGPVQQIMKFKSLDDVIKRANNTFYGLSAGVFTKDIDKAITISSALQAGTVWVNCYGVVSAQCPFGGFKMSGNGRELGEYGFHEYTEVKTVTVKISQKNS
Active calls of the source: *; ? = inconclusive; / = not tested or not shown; & = joins results of further samples; [ ] = dose if it differs, or a comment. Unless noted, the call rests on the fitted dose curve; in most records, active means well fitted curve in the direction sought with a large enough effect; inconclusive means small, poorly fitted or top-dose-only effect, or another doubt; inactive means no such curve, though single readings can be large; an effect the other way counts as inactive or inconclusive. Potency means the concentration at half of the fitted maximal effect. Only part of the results is shown; the hit share may differ from the screen's.

SMILES | aGlu spleen mod | Tau fluor counter | GAA inhib | aGal spleen mod | NPSR antag | GAA glycogen | Epigenetic derep | ALDH1A1 inh
Cc1cccc(C2CC(c3ccccc3)Nc3nc(N)nn32)c1 (configuration not stated) | 7% | 8% | -1% | -6% | -6%[46.1 µM] | 10% | 0.0% | -3%
O=C(COc1ccccc1)NC(NC(=S)Nc1ccccc1C(=O)O)C(Cl)(Cl)Cl (configuration not stated) | -7% | -3% | 2% | -1% | 1%[46.1 µM] | -1% | -1.1% | ?
COC(=O)/C=C/c1cccc([C@H]2[C@@H]3C=CC[C@@H](C)[C@@H]3C(=O)N2Cc2ccccc2)c1 | -2% | -12%[81.3 µM] | / | ? | / | / | 11% | ?
O=C(COC(=O)c1cccnc1)Nc1cccc(Cl)c1 | 0% | 2% | -1% | 1% | 18%[46.1 µM] | 0% | 0.0% | 1%
CCN(CC)c1nc2ccccc2nc1C(C#N)C(=O)NCCc1ccccc1 (configuration not stated) | 2% | ? | 1% | 17% | ? | -3% | ? | ?
COC(=O)[C@@H]1C(c2c(OC)cc(OC)cc2OC)=NO[C@H]1C(=O)OC | -3% | 2% | 0% | -4% | 2% | 3% | -3.5% | 7%
CCCCNC(=O)C(=O)NC(C)CCc1ccccc1 (configuration not stated) | 2% | 5% | 4% | -6% | -3%[46.1 µM] | -4% | -1.2% | 6%
C/C(=N\NC(=O)C(C)Oc1ccc([N+](=O)[O-])cc1)c1ccccn1 (configuration not stated) | 0% | -7% | ? | 8% | -20%[46.1 µM] | -5% | 16µM* | -2%
CCOC(=O)c1sc(=S)n(CC)c1N | 2% | -10% | 7% | 3% | -6%[46.1 µM] | 5% | 0.0% | 5%
CCC(Sc1nc2n[nH]c(C)c2c(=N)n1-c1cccc(Cl)c1)C(=O)NCCOC (configuration not stated) | -19% | -14% | 4% | 11% | -20%[46.1 µM] | -13% | -1.1% | 2%
CP(=O)(Nc1cc(Cl)ccc1Cl)c1nc2c(s1)CCCC2 (configuration not stated) | -5% | -17% | / | -4% | -3% | 3% | -1.5% | /
O=C1CC(=O)N(CCc2ccc(F)cc2)C(=O)N1 | -18% | -16% | -11% | 3% | -3%[46.1 µM] | 8% | 4.3% | ?
Cc1ccc(/C=C/C(=O)N2CCCN(C(=O)/C=C/c3ccc(C)cc3)CC2)cc1 | -1% | -16% | 0% | -1% | 7% | -8% | -1.0% | 0%
CCOC(=O)C1=C(c2ccccc2)Nc2ncnn2C1c1ccccn1 (configuration not stated) | -2% | 3% | ? | -2% | -13%[46.1 µM] | 12% | 1.0% | -5%
Cc1cc(C)n(-c2nnc(C)n2NC(=O)c2cccc(Cl)c2)n1 | -7% | 2% | -2% | -1% | -11%[46.1 µM] | 0% | -1.2% | ?
Cc1ccc(C)c(N2CCN(C(=O)C34CC5CC(C3)CC(n3nnc(C)n3)(C5)C4)CC2)c1 | 7% | -16% | / | -1% | 16%[7.67 µM] | 1% | -0.3% | /
CSCC[C@H](NC(=O)NCCC1=CCCCC1)C(=O)O | -6% | 0% | 3% | -4% | -10%[46.1 µM] | 5% | -2.9% | -8%
O=C(COC(=O)c1ccc(OC(F)F)cc1)NCCCN1CCCC1=O | -7% | -8% | 1%[15.4 µM] | 1% | -25% | 10% | 4.5% | -3%
O=C(Nc1nnc(N2CCCCCC2)s1)c1cc(-c2ccc(Br)cc2)on1 | 0% | -9% | -7% | -2% | -7% | -11% | 0.0% | 12%
Cc1cc(=O)[nH]c(N/N=C/c2ccc(C)o2)n1 | 0% | -10% | -3% | -2% | -3% | -11% | 1.1% | ?

Three entries already listed, ordered by molecular weight, smallest number first:
SMILES | aGlu spleen mod | Tau fluor counter | GAA inhib | aGal spleen mod | NPSR antag | GAA glycogen | Epigenetic derep | ALDH1A1 inh
Cc1cc(C)n(-c2nnc(C)n2NC(=O)c2cccc(Cl)c2)n1 | -7% | 2% | -2% | -1% | -11%[46.1 µM] | 0% | -1.2% | ?
O=C(COC(=O)c1ccc(OC(F)F)cc1)NCCCN1CCCC1=O | -7% | -8% | 1%[15.4 µM] | 1% | -25% | 10% | 4.5% | -3%
Cc1ccc(C)c(N2CCN(C(=O)C34CC5CC(C3)CC(n3nnc(C)n3)(C5)C4)CC2)c1 | 7% | -16% | / | -1% | 16%[7.67 µM] | 1% | -0.3% | /

Laid out differently: results already given.
Compound	aGlu spleen mod	Tau fluor counter	GAA inhib	aGal spleen mod	NPSR antag	GAA glycogen	Epigenetic derep	ALDH1A1 inh
COC(=O)[C@@H]1C(c2c(OC)cc(OC)cc2OC)=NO[C@H]1C(=O)OC	-3%	2%	0%	-4%	2%	3%	-3.5%	7%
CCCCNC(=O)C(=O)NC(C)CCc1ccccc1 (configuration not stated)	2%	5%	4%	-6%	-3%[46.1 µM]	-4%	-1.2%	6%
C/C(=N\NC(=O)C(C)Oc1ccc([N+](=O)[O-])cc1)c1ccccn1 (configuration not stated)	0%	-7%	?	8%	-20%[46.1 µM]	-5%	16µM*	-2%
CCOC(=O)c1sc(=S)n(CC)c1N	2%	-10%	7%	3%	-6%[46.1 µM]	5%	0.0%	5%

Further records
SMILES | aGlu spleen mod | Tau fluor counter | GAA inhib | aGal spleen mod | NPSR antag | GAA glycogen | Epigenetic derep | ALDH1A1 inh
O=C(NCCN1C(=O)S/C(=C\c2cccnc2)C1=O)C1CC(=O)N(Cc2ccco2)C1 (configuration not stated) | 1% | -3% | 9% | 7% | -6% | -9% | 1.1% | ?
CC(=O)NC1CC2CCCC(C1)N2S(=O)(=O)c1ccccc1 (configuration not stated) | 2% | 2% | -5% | 9% | -2%[46.1 µM] | 2% | -2.9% | -5%
COC(=O)c1ccc(N=NN2CCCCC2)cc1 | -1% | 3% | 10% | 0% | -14% | -8% | 1.1% | 5%
NC(=O)C1=C[C@H](c2ccc3c(c2)OCO3)C[C@H](OCc2ccc(CO)cc2)O1 | 1% | -13% | / | 4% | -3% | -20% | -0.5% | 1%
C/C(=N\NC(=O)c1ccc(CN2CCOCC2)cc1)c1cccc([N+](=O)[O-])c1 | -7% | -1% | 1% | -8% | 9% | -1% | -1.1% | 19µM*
CC(C)Cc1nnc(NC(=O)CSc2nc(-c3ccccc3)cc(=O)[nH]2)s1 | 1% | -16% | 3% | -1% | 7% | -2% | -1.3% | 3%
CCCC(=O)NC(=S)Nc1ccccc1OC | -8% | -1% | -9% | -4% | -7%[46.1 µM] | 4% | -0.7% | 3%
O=C(COC(=O)c1cc([N+](=O)[O-])ccc1NCc1ccccc1)NC1CCCCC1 | -4% | -16% | -7% | -21% | -40% | 12% | -1.1% | 1%
CC(=O)Nc1ccc(OCC(=O)NCCc2ccccc2)cc1 | 6% | -8% | 0% | 8% | 10% | 6% | 2.5% | -5%
CCN(CC)CCCN1C(=O)C(O)=C(C(=O)c2ccc(C)o2)C1c1ccc(C)o1 (configuration not stated) | -2% | -4% | -5% | 5% | 0%[46.1 µM] | 2% | 2.3% | ?
O=C(NC(C(=O)N1CCCC1C(=O)O)=C1CCCCC1)c1ccccc1 (configuration not stated) | -1% | 4% | -7% | 3% | 4%[46.1 µM] | 3% | -0.9% | ?
O=C(NC1CCCC1)C(c1c[nH]c2ccccc12)N(C(=O)Cn1nnc(-c2ccc(Cl)cc2)n1)c1ccccc1 (configuration not stated) | -6% | -5% | -9% | 0% | ? | -27% | -1.1% | 8%
O=C(c1csc2c1CCCC2)N1CCN(c2ncccn2)CC1 | -5% | 12% | -2% | -7% | -9%[46.1 µM] | -1% | 0.0% | ?
COCCn1c(SCC(=O)NCCc2ccc(OC)c(OC)c2)nc2c([nH]c3ccccc32)c1=O | 8% | -14% | 13% | 21% | -19% | -1% | 0.1% | ?
Cc1ccc(C)c(S(=O)(=O)Nc2ccc(C(=O)NCCc3ccccn3)cc2)c1 | -1% | -12% | 4% | -2% | -26% | -5% | -2.6% | -8%
CCCCn1c(-c2ccccc2)nc2c(=O)n(C)c(=O)[nH]c21 | 0% | 2% | -6% | 16% | 2%[46.1 µM] | 3% | -0.7% | ?
CCOC(=O)c1[nH]c2c(c1C)C(=O)CC(c1ccco1)C2 (configuration not stated) | -4% | 4% | -2% | 0% | ? | -1% | 0.0% | ?
Nc1cc(=O)[nH]c(=O)n1CC1CC1 | 1%&-3% | 8%&-9% | 7% | 8%&0% | 13% | 6% | 10%&5.5% | -5%
COc1nc(OC)nc(N2CCC(NC(=O)C(Cc3ccc(C(C)C)cc3)NC(C)=O)CC2)n1 (configuration not stated) | 5% | 0% | 0% | 5% | 2%[46.1 µM] | 1% | 0.0% | -10%
CC1CCCC/C1=N\NC(=S)Nc1ccccc1 (configuration not stated) | -4% | -16% | -27% | -7% | -11% | ? | -1.6% | ?

Molecules above that have two or more sulfur atoms, in the order listed:
SMILES | aGlu spleen mod | Tau fluor counter | GAA inhib | aGal spleen mod | NPSR antag | GAA glycogen | Epigenetic derep | ALDH1A1 inh
CCOC(=O)c1sc(=S)n(CC)c1N | 2% | -10% | 7% | 3% | -6%[46.1 µM] | 5% | 0.0% | 5%
CC(C)Cc1nnc(NC(=O)CSc2nc(-c3ccccc3)cc(=O)[nH]2)s1 | 1% | -16% | 3% | -1% | 7% | -2% | -1.3% | 3%
